# Screening results (PubChem)
# ZTA counter – counter-screen for EBNA-1 inhibitors: inhibitors of Epstein-Barr virus ZTA; P03206; inhibition, % at 11 µM; actives 0.15% (n = 320,000); ZTA-DNA binding, fluorescence polarization; in the data active means inhibition above about 33%
# PAFAH2 FP inh – inhibitors of human PAFAH2; recombinant PAFAH2, FP-rhodamine activity probe, fluorescence polarization; inhibition, % at 3.39 µM; actives 0.99% (n = 340,000); AID 492956;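 active means inhibition above the mean over all tested compounds plus 3 SD, cut at about 30% in these data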;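 further: inhibitors block probe labeling of enzyme so polarization drops; 0% = enzyme with DMSO and 100% = wells lacking PAFAH2 protein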
# LYPLA1 inh – LYPLA1 (human) inhibition in PME1 counter-screen | O75608 | recombinant LYPLA1, FP-Rh probe fluorescence polarization | inhibition, % at 5.9 µM | actives 0.16% (n = 320,000) | AID 2174;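 active means inhibition above the mean of all tested compounds plus 3 SD, set per campaign, cut at about 14% in these data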;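 further: inhibitors block serine hydrolase probe labeling of LYPLA1 so polarization falls; 0% = enzyme with DMSO and 100% = wells lacking LYPLA1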
# Target sequence (O75608 whole entry, looked up): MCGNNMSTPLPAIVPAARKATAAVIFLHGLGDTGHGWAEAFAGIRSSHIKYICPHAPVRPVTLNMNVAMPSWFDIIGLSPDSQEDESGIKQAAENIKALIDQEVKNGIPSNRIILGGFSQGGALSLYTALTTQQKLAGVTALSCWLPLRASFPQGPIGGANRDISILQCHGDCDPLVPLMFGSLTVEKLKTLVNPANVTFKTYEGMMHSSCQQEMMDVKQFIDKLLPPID
# pPAFAH FP inh – pPAFAH (human) enzyme inhibition | Q13093 | recombinant pPAFAH, FP-rhodamine probe fluorescence polarization | inhibition, % at 3.39 µM | actives 1.5% (n = 330,000);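 active means inhibition above the mean inhibition across the screen plus 3 SD, cut at about 25% in these data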;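 further: inhibitors block binding of the rhodamine activity-based probe so polarization drops; 0% = enzyme with DMSO and 100% = wells lacking pPAFAH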
# Target sequence (Q13093 whole entry, looked up): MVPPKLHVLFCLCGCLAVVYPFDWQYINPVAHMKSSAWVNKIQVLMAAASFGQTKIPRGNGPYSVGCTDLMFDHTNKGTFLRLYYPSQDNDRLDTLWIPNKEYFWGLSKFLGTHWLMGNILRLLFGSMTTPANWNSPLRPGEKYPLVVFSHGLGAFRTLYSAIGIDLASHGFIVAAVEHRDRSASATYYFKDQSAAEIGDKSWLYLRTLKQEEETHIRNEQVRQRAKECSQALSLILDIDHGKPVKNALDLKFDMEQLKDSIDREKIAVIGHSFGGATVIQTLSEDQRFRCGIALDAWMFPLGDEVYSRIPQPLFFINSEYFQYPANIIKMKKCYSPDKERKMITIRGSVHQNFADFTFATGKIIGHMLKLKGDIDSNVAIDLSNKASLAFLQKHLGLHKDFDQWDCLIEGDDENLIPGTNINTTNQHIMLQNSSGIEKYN
# PREPL inh – human PREPL enzyme inhibition; actives 0.68% (n = 320,000); AID 2751; recombinant PREPL, fluorescence polarization activity-based probe; inhibition, % at 5.96 µM; Q4J6C6; in the data active means inhibition above about 43%;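 further: 0% = enzyme with DMSO and 100% = wells lacking enzyme; many of its hits are not listed in these tables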
# PAFAH1B2 FP inh – PAFAH1B2 (human) inhibition | P68402 | recombinant PAFAH1B2, FP-rhodamine activity probe, fluorescence polarization | inhibition, % at 3.39 µM | actives 1.2% (n = 340,000) | AID 492953;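 active means inhibition above the mean of all tested compounds plus 3 SD, cut at about 24% in these data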;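 further: 0% = enzyme with DMSO and 100% = wells lacking PAFAH1B2; many of its hits are not listed in these tables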
# Target sequence (P68402 whole entry, looked up): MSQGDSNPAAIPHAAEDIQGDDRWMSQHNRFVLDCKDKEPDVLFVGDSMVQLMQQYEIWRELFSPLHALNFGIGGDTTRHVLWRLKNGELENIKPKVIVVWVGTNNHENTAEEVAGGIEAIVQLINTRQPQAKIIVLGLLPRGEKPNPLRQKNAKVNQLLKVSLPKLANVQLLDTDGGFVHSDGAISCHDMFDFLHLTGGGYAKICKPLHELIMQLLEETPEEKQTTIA
# EBNA-1 inh – blocks EBNA-1 binding to DNA. EBNA-1 DNA binding, fluorescence polarization. inhibition, % at 14.8 µM. actives 0.34% (n = 300,000). AID 1950; in the data active means inhibition above about 28%
# LYPLA2 counter – LYPLA2 (human) inhibition in PME1 counter-screen; O95372; recombinant LYPLA2, FP-Rh probe fluorescence polarization; actives 0.38% (n = 320,000); inhibition, % at 5.9 µM; AID 2177;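 active means inhibition above the screen-wide mean plus 3 SD, limit set per campaign, cut at about 26% in these data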;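 further: 0% = LYPLA2 with DMSO and 100% = wells lacking LYPLA2 enzyme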
# PAFAH1B3 FP inh – blocks human PAF acetylhydrolase 1B catalytic subunit 3; Q15102; recombinant PAFAH1B3, FP-rhodamine probe, fluorescence polarization; actives 0.28% (n = 340,000); AID 492972; inhibition, % at 3.39 µM;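 active means inhibition above the screen-wide average of all tested compounds plus 3 SD, cut at about 25% in these data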;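 further: 0% = enzyme with DMSO only and 100% = wells lacking PAFAH1B3 protein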
# * = called active by the depositor; x = no result given; & = joins results of further samples. An excerpt; rates above refer to the full screens.
SMILES,ZTA counter,PAFAH2 FP inh,LYPLA1 inh,pPAFAH FP inh,PREPL inh,PAFAH1B2 FP inh,EBNA-1 inh,LYPLA2 counter,PAFAH1B3 FP inh
COc1ccc2c(c1)[nH]c1c(=O)n(CCC3=CCCCC3)cnc12,10,6,0,6,9,0,9,1,3
CCN(CC)CCOC(=O)C1(C2CCCCC2)CCCCC1,7,-9,0,-2,-34,-3,6,1,5
CCOC(=O)c1cc(S(=O)(=O)NCC2CCN(Cc3cccc(C)c3)CC2)cn1C,-6,-4,-5,-2,10,-3,1,-7,1
Cc1cc2occ(CC(=O)N(C)CC(=O)Nc3ccccc3C(F)(F)F)c2cc1C,-11,5,-1,1,11,7,x,-4,6
OCCCc1nc2ccccc2n1CCOc1ccccc1,3,9,1,3,-2,3,0,4,4
O=C(/C=C/c1cccc(Br)c1)OCC(=O)N1CCN(c2ccccc2)CC1,5,-5,-2,7,6,-5,x,1,7
O=C(CC1C(=O)NCCN1Cc1ccc(F)cc1)NCCCn1cccn1 (configuration not stated),-3,0,1,-4,-1,0,11,-1,2
CCc1cc2c(=O)c(-c3nc(C)cs3)c(CCCC(=O)O)oc2cc1O,21,-8,2,2,4,4,3,5,3
N#C/C(=N\Nc1ccc(S(=O)(=O)N2CCCCCC2)cc1)C(N)=S,-4,14,-2,17,-2,4,7,6,2
CC(=O)N1CCN(S(=O)(=O)c2cccc(C(=O)NC3CC3)c2)CC1,-26,-2,0,-3,9,-4,x,5,10
CC(C)(C)S(=O)(=O)c1cnc(N2CCCC2)nc1N,-1,-6,1,4,-6,3,16,-3,12
CCOC(=O)c1cc(-c2ccc(C)o2)n[nH]1,-12,-3,-2,0,4,10,7,2,11
CN[C@@H](C)C(=O)NC[C@H]1O[C@@H](n2cnc3c(N)ncnc32)[C@H](O)[C@@H]1O,x,-3,x,5,x,6,x,x,6
Cc1cc(C)n(-c2nc3ccccc3nc2N2CCN(C(=O)c3ccc(F)cc3)CC2)n1,-8,0,-1,0,23,-3,13,-2,-3
O=c1c2ccccc2c(C=NC2CCS(=O)(=O)C2)c(O)n1-c1ccccc1 (configuration not stated),8,-3,0,-4,-8,-2,-3,1,2

# Record cards (already shown). Values in the order: ZTA counter | PAFAH2 FP inh | LYPLA1 inh | pPAFAH FP inh | PREPL inh | PAFAH1B2 FP inh | EBNA-1 inh | LYPLA2 counter | PAFAH1B3 FP inh
# CC(C)(C)S(=O)(=O)c1cnc(N2CCCC2)nc1N across the screens: -1 | -6 | 1 | 4 | -6 | 3 | 16 | -3 | 12
# CCOC(=O)c1cc(S(=O)(=O)NCC2CCN(Cc3cccc(C)c3)CC2)cn1C across the screens: -6 | -4 | -5 | -2 | 10 | -3 | 1 | -7 | 1
# Cc1cc2occ(CC(=O)N(C)CC(=O)Nc3ccccc3C(F)(F)F)c2cc1C across the screens: -11 | 5 | -1 | 1 | 11 | 7 | x | -4 | 6
# O=C(/C=C/c1cccc(Br)c1)OCC(=O)N1CCN(c2ccccc2)CC1 across the screens: 5 | -5 | -2 | 7 | 6 | -5 | x | 1 | 7
# Cc1cc(C)n(-c2nc3ccccc3nc2N2CCN(C(=O)c3ccc(F)cc3)CC2)n1 across the screens: -8 | 0 | -1 | 0 | 23 | -3 | 13 | -2 | -3

# More structures follow:
SMILES,ZTA counter,PAFAH2 FP inh,LYPLA1 inh,pPAFAH FP inh,PREPL inh,PAFAH1B2 FP inh,EBNA-1 inh,LYPLA2 counter,PAFAH1B3 FP inh
COc1ccc(NC(=O)CN2CCN(c3c(C)cccc3C)CC2)cc1,-23,4,-1,8,18,-1,-14,-1,6
Cc1cnn(C(=O)c2oc3ccccc3c2C)c1,5,-1,-2,-1,4,2,-1,2,18
Cc1cccn2c(=O)c3cc(C(=O)NC4CCCCC4)c(=N)n(Cc4ccc(F)cc4)c3nc12,9,-3,3,0,3,2,9,10,4
Cc1ccc(OC(=O)C(C)c2cccc(C(=O)c3ccccc3)c2)cc1 (configuration not stated),-1,6,-1,2,3,0,0,-1,3
COc1ccc(C2/C=C\CN(C(=O)OCC3c4ccccc4-c4ccccc43)CC(=O)N2Cc2cccc(F)c2)cc1 (configuration not stated),x,-4,x,-2,x,2,x,x,-1
O=c1c(F)cn(C2CCCO2)c(=O)n1Cc1ccccc1F (configuration not stated),15,1,-2,1,-12,-1,6,-2,4
O=S(=O)(c1ccc(Cl)nc1)N1CCN(c2ncccn2)CC1,16,-5,-2,1,-4,-1,2,3,-5
CN(C)c1ccc(-c2ccc([C@H]3[C@@H]4C=CCC[C@@]4(C)C(=O)N3Cc3ccccc3)c(F)c2)cc1,-9,4,-1,9,2,1,-8,-2,1
O=C(O)C1=C[C@H](c2ccc(C(F)(F)F)cc2)C[C@H](OCCCCO)O1,1,2,1,3,-1,2,-12,2,2
CCOc1ccc(S(=O)(=O)Nc2cc(S(=O)(=O)N(CC)CC)ccc2N2CCCC2)cc1,-5,-2,1,3,-1,1,3,-2,0
CCOC(=O)N/N=C(\C)c1ccc(Oc2ncccn2)cc1,18,-9,1,-2,7,-2,11,2,1
CCS(=O)(=O)N1CCC(C(=O)NCc2ccc(OC)cc2)CC1,-3,7,4,-2,9,4,-2,-1,7
CC1C/C(=N/Nc2nc3ccccc3[nH]2)CC(C)(C)C1 (configuration not stated),-5,-1,1,3,40,9,12,0,1
O=C(NCc1ccc(F)cc1)c1cc(S(=O)(=O)N2CCCCC2)ccc1Cl,-13,3,0,-3,11,15,x,0,7
O=C(Nc1cc(S(=O)(=O)N2CCCCC2)ccc1Cl)c1ccc(F)cc1,-6,8,-1,3,11,-1,x,4,-5
COc1ccc(-c2nn(-c3ccccc3)cc2/C=N/n2cnnc2)cc1OC,2,12,-4,7,21,-2,8,3,-4
Cc1nc(N)sc1N=Nc1ccc(Br)cc1,5,0,4,21,41,9,8,7,8
O=S(=O)(NC1CCCCC1)c1ccc(Cl)s1,6,0,1,7,-18,2,-12,1,6
COc1cc(-c2cc(OC)c3c(C)oc(C)c3c(=O)c2)ccc1O,6,1,2,6,2,-1,3,-1,11
CCOC(=O)N1CCC(NC(=O)c2ccc3c(c2)N(Cc2ccc(C)cc2)CCS3)CC1,13,-4,-1,6,31,2,7,7,-3
Cc1ccc(S(=O)(=O)NC(=O)Nc2cccc(S(=O)(=O)N(C)C)c2)cc1,x,5,x,6,-3,4,x,x,3
CCOC(=O)c1c(C)[nH]c(-c2csc(C)n2)c1C,-13,2,3,11,3,-1,0,1,0
CCCSC1=C(C#N)C(c2cccnc2)C(C(=O)OCC)=C(c2ccccc2)N1 (configuration not stated),-14,4,-2,3,2,8,7,0,-5
CCN(CC)c1ccc(-c2nnc(SCC(=O)Nc3ccccc3C#N)n2-c2ccccc2)cc1,-10,-1,0,2,17,2,-8,13,4
CC(=O)N1CCN(S(=O)(=O)c2cccc(C(=O)Nc3nc4ccccc4[nH]3)c2)CC1,11,9,2,3,7,-7,-4,4,2
Cc1nc(N2CCN(C(=O)c3ccco3)CC2)nc2c1C(=O)CC(C)C2 (configuration not stated),0,-4,2,11,10,8,4,3,5
CCOc1ccc(N2C(=O)c3cccnc3C2Nc2ccc(C)cc2)cc1 (configuration not stated),-3,-3,-2,0,3,-1,8,4,1
CCOC(=O)N1CCC(NC(=O)CSCc2cnn(-c3ccccc3)c2-n2cccc2)CC1,-18,-3,6,14,10,1,4,1,0
COc1cc2c(c(OC)c1OC)-c1ccc(N(C)CC(OC)OC)c(=O)cc1[C@@H](NC(C)=O)CC2,1,-3,-2,6,22,4,12,5,0
COc1ccc(C(=O)OCc2cc(=O)n3c(C)csc3n2)cc1F,4,12,5,1,1,-4,x,8,-3
CCCCc1nc(Cl)c(CO)n1Cc1ccc(-c2ccccc2-c2nn[nH]n2)cc1,5,0,-1,1,-1,5,14,-2,-5
CN(CC(=O)Nc1ccccc1Br)C(=O)c1ccncc1,2,5,0,-6,13,0,-6,-1,4
CN1CCN(C(=O)CCCN2C(=O)/C(=C/c3ccccc3)SC2=S)CC1,-1,2,-5,-6,2,-2,-5,-7,2
Cc1cc(NC(=O)Cc2cn3ccsc3n2)n(-c2ccccc2)n1,2,6,2,0,12,6,5,3,5
O=C1CCc2cc(NS(=O)(=O)c3ccc(Cl)cc3)cc3c2N1CC3,-4,2,-1,-3,4,5,-8,-9,5
Cc1nc(C)c(-c2nnc(-c3ccccc3Cl)o2)cc1C(=O)NN,3,-8,-2,-1,-12,1,1,-2,0
Cc1ccc(NC(=O)/C(=C/c2cccc(Br)c2)NC(=O)c2ccco2)cc1,-5,-5,-2,0,-4,6,6,0,1
COC(=O)C1=C(C)NC(C)=C(C(=O)OC)C1C(=O)OC(C)C(=O)c1ccccc1 (configuration not stated),-10&3,6&-4,-1&5,2&1,4&-3,5&-3,-7,3&-1,12&-3
COc1ccc(Nc2nnc(Cc3ccccc3)c(=O)[nH]2)c(OC)c1,-3,2,4,-8,3,-4,-7,-1,0
O=C(COC(=O)/C=C/c1ccc(S(=O)(=O)N2CCCCCC2)cc1)NCc1ccccc1Cl,-2,34*,-2,7,6,5,24,0,-5
COC(=O)c1cn(-c2nc(C)c3c(n2)CCC3)nn1,2,1,1,2,16,0,-10,6,1
CCOC(=O)CSc1nc2ccccc2c(=O)n1CCC(=O)NCCc1ccc(OC)c(OC)c1,-12,0,5,4,1,2,9,2,1
O=C(CCC(=O)Nc1ccc(Cl)cc1Cl)NNC(=O)Nc1ccccc1,-8,6,-1,5,2,4,-2,3,6
O=c1[nH]c2ccc(S(=O)(=O)Nc3ccc(-c4nnc5n4CCCCC5)cc3)cc2o1,10,-8,-4,3,11,-4,1,0,6
COc1cc(Nc2ccc(C(=O)O)cc2[N+](=O)[O-])cc(OC)c1,0,2,-2,-3,3,7,-3,4,8
CC(C)(C)C(=O)Nc1ccc2c(c1)-c1cc(NC(=O)C(C)(C)C)ccc1C2,0,0,2,2,2,-2,7,9,3
COc1cc2c(cc1OC)-c1cc(Nc3ccccc3C)nc(=O)n1CC2,-2,6,1,2,-9,0,1,0,0
CCOC(=O)c1cnc(SCc2nc(N)nc(Nc3ccc(C)cc3)n2)nc1N,9,-5,-16,3,-25,-4,-2,-11,5
O=C(Nc1nncs1)c1cc(-c2ccncc2)nc2ccc(Cl)cc12,3,-6,2,3,-5,2,3,6,4
COC(=O)C1CCCN1C(=O)C1CCCN1C(=O)CNC(=O)OCc1ccccc1 (configuration not stated),-1,5,1,3,-3,2,-2,-9,4
COc1ccc(N=c2oc3cc(O)ccc3cc2C(=O)Nc2ccccn2)cc1OC,-3,14,4,9,16,12,4,3,11
COc1cccc(C(C[N+](=O)[O-])c2c(C)[nH]n(-c3ccccc3)c2=O)c1 (configuration not stated),-1,4,3,-1,6,8,-2,2,4
CCOC(=O)COc1c(OC)cc(Cl)cc1C1NC(=O)NC(C)=C1C(C)=O (configuration not stated),3,0,-2,1,0,0,5,2,6
COc1ccc(CCNC(=O)c2ccc(NS(=O)(=O)c3ccc4[nH]c(=O)[nH]c4c3)cc2)cc1OC,0,0,-1,-3,-3,1,2,-5,-2
Cc1ccsc1/C=N/n1c(-c2ccco2)n[nH]c1=S,-12,-3,-4,4,-2,6,3,-9,6
Cc1c(Br)c([N+](=O)[O-])nn1CCCC(=O)Nc1c(C)n(C)n(-c2ccccc2)c1=O,3,3,3,3,-8,6,-1,-1,3
CCOC(=O)C(=N/O)/C(C)=N/NC(=O)C(=O)Nc1cc(Cl)ccc1Cl,-7,13,1,1,7,9,-5,-4,8
CC(C)(C)OC(=O)N/N=C/c1cccc([N+](=O)[O-])c1,12,-1,6,-1,2,-2,-6,6,-5
NC(=O)CC(NC(=O)c1cccc(Br)c1)c1ccc(N2CCCCCC2)c([N+](=O)[O-])c1 (configuration not stated),18,6,-5,13,13,2,14,9,9
O=C(CCCn1c(=O)c2cccn2c2cccnc21)NCCc1ccc(Cl)cc1,-8,4,-1,6,-76,8,7,7,-1
